APOBEC3A inh = human APOBEC3A DNA deaminase inhibition; inhibition, % at 20 µM; P31941; recombinant A3A, FAM/TAMRA ssDNA deamination fluorescence; AID 493011; 330,000 tested, 0.41% active;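 active means at least 40% inhibition at 20 µM here, with at most 30% in a related deaminase screen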;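 further: plate controls were A3A with DMSO for no effect and wells lacking A3A enzyme for full effect; some results filed as inactive read as strong as hits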
Target sequence (P31941 whole entry, looked up): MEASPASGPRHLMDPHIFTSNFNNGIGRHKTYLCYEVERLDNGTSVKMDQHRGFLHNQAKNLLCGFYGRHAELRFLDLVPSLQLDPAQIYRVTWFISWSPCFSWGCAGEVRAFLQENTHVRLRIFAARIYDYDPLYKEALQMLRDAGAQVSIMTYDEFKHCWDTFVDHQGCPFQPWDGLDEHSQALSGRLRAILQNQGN
SENP1 inh = blocks the human SENP1 SUMO protease catalytic domain; Q9P0U3; recombinant SENP1 catalytic domain, CyPet-SUMO1-YPet FRET cleavage; inhibition, % at 10 µM; 360,000 tested, 0.21% active;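 active means inhibition at least 30% at 10 µM, raw YFP signal under a set limit, fluorescence ratio 0.5 to 1.5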;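 further: 0% = enzyme with DMSO and 100% = no enzyme wells; some results filed as inactive read as strong as hits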
Target sequence (Q9P0U3 419-644 limits assumed): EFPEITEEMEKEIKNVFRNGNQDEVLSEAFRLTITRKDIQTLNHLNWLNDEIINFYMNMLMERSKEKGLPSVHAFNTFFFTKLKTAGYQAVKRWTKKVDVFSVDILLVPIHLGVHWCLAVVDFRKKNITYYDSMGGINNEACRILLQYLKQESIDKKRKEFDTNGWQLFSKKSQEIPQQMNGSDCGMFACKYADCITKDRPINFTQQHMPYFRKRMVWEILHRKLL
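Test system: hSENP1 catalytic domain, recombinant; Amount: 20 pM final SENP1 enzyme; Medium: Tris pH 8 buffer plus EDTA, NaCl, BME, BSA, NP40, catalase; Schedule: 50 min enzyme reaction, room temperature, light-protected; Technique: FRET fluorescence in CFP and YFP emission channels; Controls: no-enzyme wells low, DMSO-plus-enzyme wells high control.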
mIAP act = mouse IAP activation; 330,000 tested, 0.24% active; activation factor at 10 µM; muIAP, CDP-Star luminescence, 30 min; stronger effect = higher value; 1 = vehicle-only enzyme signal, 0 = enzyme-free wells;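 active means activation factor of at least 2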; further: the source names both 10 and 20 µM as test concentration; values of inactives mirror those of a sister screen read the other way
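Assay system: mouse IAP enzyme / Compound: DMSO-dissolved test compounds / Timing: 30 min, room temperature / Measured by: luminescence from enzymatic CDP-Star hydrolysis / Control set: DMSO-only wells, enzyme-free buffer wells as negative control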
NLRP3 yeast inh = NALP3 inhibition in yeast; Yeast reconstituted NLRP3/ASC/caspase-1, beta-gal luminescence, 24 h; inhibition, % at 10 µM; 330,000 tested, 0.39% active;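 active means inhibition of 50% or more; inactive means inhibition below 50%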;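 further: plate controls were induced DMSO wells for no effect and uninduced yeast grown without galactose for full effect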
mIAP block = mouse IAP inhibition; purified mouse IAP, CDP-Star luminescence, 30 min; inhibition, % at 10 µM; 330,000 tested, 0.2% active;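 active means inhibition of at least 40% at 10 µM in the primary screen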;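 further: plate controls were DMSO with enzyme for no effect and no enzyme wells for full effect; values of inactives mirror those of a sister screen read the other way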
MIN6 prolif = induces beta-cell replication in MIN6 cells; MIN6 cells proliferation, ATPlite luminescence, 48 h; cells starved in 0.2% serum; 100% = growth in 10% serum; proliferation, % at 10 µM; 330,000 tested, 0.29% active;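 active means compounds whose signal lies at least 3.5 SD above the mean of all wells on their plate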;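 further: 0% = DMSO-treated cells in low-serum medium and 100% = 10% serum control; some compounds called inactive have numbers as strong as hits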
hIAP inh = human IAP inhibition; P09923; purified IAP, CDP-Star luminescence, 30 min; inhibition, % at 10 µM; 330,000 tested, 0.12% active; AID 2544;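 active means inhibition reaching a set limit with compound at 10 µM in the primary screen, cut at about 35% in these data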;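 further: plate controls were DMSO wells with enzyme for no effect and no-enzyme buffer wells for full effect; values of inactives mirror those of a sister screen read the other way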
Target sequence (P09923 whole entry, looked up): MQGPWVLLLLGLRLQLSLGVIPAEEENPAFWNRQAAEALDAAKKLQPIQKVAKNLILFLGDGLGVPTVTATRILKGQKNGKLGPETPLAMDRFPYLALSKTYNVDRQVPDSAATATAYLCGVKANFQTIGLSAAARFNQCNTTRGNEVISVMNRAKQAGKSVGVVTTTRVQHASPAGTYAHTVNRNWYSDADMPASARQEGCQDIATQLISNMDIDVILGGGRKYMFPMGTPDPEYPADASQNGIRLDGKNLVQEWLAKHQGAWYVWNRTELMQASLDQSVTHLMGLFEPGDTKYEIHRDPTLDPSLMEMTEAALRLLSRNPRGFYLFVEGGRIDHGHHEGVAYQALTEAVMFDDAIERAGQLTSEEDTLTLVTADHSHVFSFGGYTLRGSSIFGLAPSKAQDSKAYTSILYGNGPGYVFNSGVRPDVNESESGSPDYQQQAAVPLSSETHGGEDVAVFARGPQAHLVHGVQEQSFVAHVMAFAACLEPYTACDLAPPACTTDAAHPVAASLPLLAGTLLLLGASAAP
hIAP activ = increases human intestinal alkaline phosphatase activity; purified human IAP, CDP-Star luminescence, 30 min; stronger effect = higher value; 1 = vehicle-only enzyme, 0 = enzyme-free background; activation factor at 10 µM; 330,000 tested, 0.16% active; P09923;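 active means activation factor of the enzyme at least 2-fold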; further: the source names both 10 and 20 µM as test concentration; values of inactives mirror those of a sister screen read the other way
APOBEC3G inh = inhibitors of human APOBEC3G DNA deaminase | Q9HC16 | recombinant A3G, ssDNA deamination FAM/TAMRA fluorescence | AID 493012 | 330,000 tested, 0.28% active | inhibition, % at 20 µM;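 active means inhibition of at least 40% at 20 µM, with no more than 30% in the related APOBEC3A deaminase screen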;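 further: plate controls were DMSO wells with A3G for no effect and wells lacking A3G enzyme for full effect; some compounds called inactive have numbers as strong as hits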
* hit, by the source's call. A portion of the library. The share of hits here may be higher or lower than overall.

Screening O=C(NCc1ccco1)[C@@H]1CSC2c3ccccc3C(=O)N21 (stereo not given in full) returned APOBEC3A inh 6, SENP1 inh -5, mIAP act 0.89, NLRP3 yeast inh 5, mIAP block 11, MIN6 prolif -2, hIAP inh -11, hIAP activ 1.1 and APOBEC3G inh -3.
`Cc1cccc2cc(CN(Cc3cccs3)Cc3nnnn3Cc3ccccc3)c(=O)[nH]c12` gave APOBEC3A inh -1, SENP1 inh 1, mIAP act 0.88, NLRP3 yeast inh 13, mIAP block 12, MIN6 prolif -4, hIAP inh 3, hIAP activ 0.97 and APOBEC3G inh -3.
Screening CSCC[C@H](NC(=O)C1CCC(CNC(=O)[C@@H]2CCCN2C(=O)OC(C)(C)C)CC1)C(=O)O (stereo not given in full) returned APOBEC3A inh -3, SENP1 inh 1, mIAP act 1.1, NLRP3 yeast inh 9, mIAP block -12, MIN6 prolif -1, hIAP inh -11, hIAP activ 1.1 and APOBEC3G inh -8.
COc1ccc(S(=O)(=O)Nc2ccc3c(c2)CC(=O)N([C@H](C)CO)C[C@H](C)[C@H](CN(C)C(=O)Nc2ccc4c(c2)OCO4)O3)cc1 was read as APOBEC3A inh -3, SENP1 inh 1, mIAP act 0.97, NLRP3 yeast inh -3, mIAP block 3, MIN6 prolif 0, hIAP inh 15, hIAP activ 0.85 and APOBEC3G inh -8.
`Cc1ccc(Cl)cc1N1CCN(C(=O)Cn2ccc3ccccc3c2=O)CC1` gave APOBEC3A inh -2, SENP1 inh 2, mIAP act 1, NLRP3 yeast inh 33, mIAP block -4, MIN6 prolif -2, hIAP inh -11, hIAP activ 1.1 and APOBEC3G inh -4.
For O=S(=O)(NC(=S)c1ccccc1)c1ccccc1 the results were APOBEC3A inh -2, SENP1 inh 3, mIAP act 0.95, NLRP3 yeast inh 19, mIAP block 5, MIN6 prolif -2, hIAP inh 17, hIAP activ 0.83 and APOBEC3G inh -4.
For O=S(=O)(NCC(c1cccnc1)N1CCOCC1)c1ccccc1 (stereo not given) the results were APOBEC3A inh 0, SENP1 inh 1, mIAP act 1.1, NLRP3 yeast inh 10, mIAP block -5, MIN6 prolif 0, hIAP inh 1, hIAP activ 0.99 and APOBEC3G inh -3.
`CC/C(=N\NC(=O)CSCc1ccc(Cl)cc1)c1ccc2c(c1)OCCO2` gave APOBEC3A inh 0, SENP1 inh -1, mIAP act 1, NLRP3 yeast inh 13, mIAP block -4, MIN6 prolif -4, hIAP inh 10, hIAP activ 0.91 and APOBEC3G inh 0.
For CCOc1cc(/C=N/NC(=O)c2ccc(N(C)S(=O)(=O)c3ccccc3)cc2)ccc1OC the results were APOBEC3A inh 3, SENP1 inh -1, mIAP act 0.94, NLRP3 yeast inh 14, mIAP block 6, MIN6 prolif 0, hIAP inh 5, hIAP activ 0.95 and APOBEC3G inh -7.
NC(=O)CCC1NC(=S)N(Cc2ccccc2)C1=O (stereo not given) was read as APOBEC3A inh 3, SENP1 inh 3, mIAP act 1.1, NLRP3 yeast inh 2, mIAP block -6, MIN6 prolif -1, hIAP inh 0, hIAP activ 1 and APOBEC3G inh -3.
Screening CCC(=O)N1CCc2cc(Br)cc(S(=O)(=O)N3CCC(C(=O)NC(C)(C)C)CC3)c21 returned APOBEC3A inh -2, SENP1 inh -1, mIAP act 1.1, NLRP3 yeast inh 13, mIAP block -8, MIN6 prolif 0, hIAP inh -5, hIAP activ 1 and APOBEC3G inh -5.
OC(C#CCCN1CCCCC1)(c1ccccc1)c1ccccc1 was read as APOBEC3A inh -3, SENP1 inh 3, mIAP act 0.9, NLRP3 yeast inh 21, mIAP block 10, MIN6 prolif 0, hIAP inh -1, hIAP activ 1 and APOBEC3G inh -3.
COc1ccc(CN(C)C(=O)c2cc(-c3ccc(C)cc3C)nc3ccccc23)c(OC)c1OC was read as APOBEC3A inh -1, SENP1 inh 0, mIAP act 0.9, NLRP3 yeast inh 22, mIAP block 10, MIN6 prolif -1, hIAP inh 18, hIAP activ 0.82 and APOBEC3G inh -9.
Screening COc1cc(C(=S)N2CCC(Cc3ccccc3)CC2)ccc1OCC(N)=O returned APOBEC3A inh -6, SENP1 inh 0, mIAP act 0.93, NLRP3 yeast inh 7, mIAP block 8, MIN6 prolif 4, hIAP inh 8, hIAP activ 0.92 and APOBEC3G inh -9.
Screening Cc1c2cn[nH]c(=O)c2c(C)n1-c1ccccc1 returned APOBEC3A inh -2, SENP1 inh 1, mIAP act 1, NLRP3 yeast inh 17, mIAP block -1, MIN6 prolif 0, hIAP inh -16, hIAP activ 1.2 and APOBEC3G inh -7.
COC(=O)c1ccc(N2CCC(C)CC2)c(N)c1 was read as APOBEC3A inh 3, SENP1 inh -31, mIAP act 0.85, NLRP3 yeast inh 0, mIAP block 15, MIN6 prolif -3, hIAP inh 3, hIAP activ 0.97 and APOBEC3G inh -7.
`c1ccc(-c2cc(-c3ccncc3)nc3ccc4ccccc4c23)cc1` gave APOBEC3A inh -1, SENP1 inh 2, mIAP act 0.98, NLRP3 yeast inh 11, mIAP block 2, MIN6 prolif 0, hIAP inh 5, hIAP activ 0.95 and APOBEC3G inh -3.
Screening COc1ccccc1N(CC(=O)NC(C)(C)C)C(=O)Cn1nnc(-c2ccc(C)o2)n1 returned APOBEC3A inh 2, SENP1 inh -1, mIAP act 0.91, NLRP3 yeast inh -13, mIAP block 9, MIN6 prolif 3, hIAP inh 20, hIAP activ 0.8 and APOBEC3G inh -3.
CC/C(=N\Nc1ccnc2cc(Cl)ccc12)c1ccc(O)cc1 was read as APOBEC3A inh -4, SENP1 inh -12, mIAP act 0.84, NLRP3 yeast inh 15, mIAP block 16, MIN6 prolif -4, hIAP inh 25, hIAP activ 0.75 and APOBEC3G inh -2.
Screening CC1CN(c2ccc(S(=O)(=O)N3CCOCC3)cn2)CC(C)O1 (stereo not given) returned APOBEC3A inh -2, SENP1 inh 0, mIAP act 1, NLRP3 yeast inh 8, mIAP block -3, MIN6 prolif -1, hIAP inh -13, hIAP activ 1.1 and APOBEC3G inh 0.
NCCOc1cnn(-c2ccccc2Cl)c(=O)c1Cl was read as APOBEC3A inh -2, SENP1 inh 2, mIAP act 1, NLRP3 yeast inh 4, mIAP block -3, MIN6 prolif -1, hIAP inh -6, hIAP activ 1.1 and APOBEC3G inh -8.
`COc1ccccc1C1(CC(=O)N2CCOCC2)CCOC(C(C)C)C1` (stereo not given) gave APOBEC3A inh -6, SENP1 inh -1, mIAP act 1.1, NLRP3 yeast inh -10, mIAP block -11, MIN6 prolif 0, hIAP inh -8, hIAP activ 1.1 and APOBEC3G inh -6.
Brc1cccc(Cn2c(-c3cncs3)nc3ccccc32)c1 was read as APOBEC3A inh -1, SENP1 inh 1, mIAP act 0.96, NLRP3 yeast inh -8, mIAP block 4, MIN6 prolif -4, hIAP inh 14, hIAP activ 0.86 and APOBEC3G inh -5.
For COc1ccc(C2CC(c3ccccc3O)=NN2c2ccccc2)cc1 (stereo not given) the results were APOBEC3A inh 0, SENP1 inh -43, mIAP act 1.1, NLRP3 yeast inh 1, mIAP block -13, MIN6 prolif -5, hIAP inh -22, hIAP activ 1.2 and APOBEC3G inh 9.
CC(C)c1c(C(=O)N/N=C/c2ccco2)nnn1-c1nonc1N was read as APOBEC3A inh -6, SENP1 inh 2, mIAP act 0.95, NLRP3 yeast inh -5, mIAP block 5, MIN6 prolif -2, hIAP inh -2, hIAP activ 1 and APOBEC3G inh -5.
Screening O=C(CCCN=C1NS(=O)(=O)c2ccccc21)OCc1cc([N+](=O)[O-])cc2c1OCOC2 returned APOBEC3A inh 6, SENP1 inh 4, mIAP act 1.1, NLRP3 yeast inh -9, mIAP block -5, MIN6 prolif -2, hIAP inh 0, hIAP activ 1 and APOBEC3G inh -4.
COc1c(N2CCN(C(=S)NCc3ccccc3)C(C)C2)c(F)cc2c(=O)c(C(=O)O)cn(C3CC3)c12 (stereo not given) was read as APOBEC3A inh -1, SENP1 inh 2, mIAP act 0.91, NLRP3 yeast inh 27, mIAP block 9, MIN6 prolif -2, hIAP inh 16, hIAP activ 0.84 and APOBEC3G inh -6.
Cc1cc(C)n(-c2nc3c(c(=O)[nH]c(=O)n3C)n2CC(O)COc2ccccc2C)n1 (stereo not given) was read as APOBEC3A inh -2, SENP1 inh -1, mIAP act 0.95, NLRP3 yeast inh 11, mIAP block 5, MIN6 prolif -1, hIAP inh 4, hIAP activ 0.96 and APOBEC3G inh -11.
`Cc1ccc(S(=O)(=O)N2CCC(=O)N(CCOCc3ccccc3C)CC2)cc1` gave APOBEC3A inh -3, SENP1 inh 0, mIAP act 0.93, NLRP3 yeast inh -1, mIAP block 7, MIN6 prolif 3, hIAP inh 4, hIAP activ 0.96 and APOBEC3G inh -11.
For O=C1c2oc3ccc(F)cc3c(=O)c2C(c2ccc(F)cc2)N1CCCN1CCOCC1 (stereo not given) the results were APOBEC3A inh -1, SENP1 inh -2, mIAP act 1.1, NLRP3 yeast inh 10, mIAP block -5, MIN6 prolif -1, hIAP inh 6, hIAP activ 0.94 and APOBEC3G inh -8.
CCN(CC(=O)Nc1c(F)cccc1F)C(=O)c1cc(C)nc2ccccc12 was read as APOBEC3A inh -5, SENP1 inh -2, mIAP act 0.96, NLRP3 yeast inh -2, mIAP block 4, MIN6 prolif -3, hIAP inh 0, hIAP activ 1 and APOBEC3G inh -8.
CCOC(=O)c1cccc(C2=CC(=O)C[C@H](c3ccc(Cl)cc3)C2)c1 was read as APOBEC3A inh 0, SENP1 inh 1, mIAP act 0.93, NLRP3 yeast inh 15, mIAP block 7, MIN6 prolif -5, hIAP inh -1, hIAP activ 1 and APOBEC3G inh -11.
Screening CCOc1cc(N2CCOCC2)c(OCC)cc1NC(=O)c1ccccc1C returned APOBEC3A inh 1, SENP1 inh 2, mIAP act 1.1, NLRP3 yeast inh 15, mIAP block -6, MIN6 prolif -3, hIAP inh -7, hIAP activ 1.1 and APOBEC3G inh 0.
`COc1ccc2cc3cc(C(=O)NCC4CCCO4)oc3nc2c1` (stereo not given) gave APOBEC3A inh 1, SENP1 inh -1, mIAP act 1, NLRP3 yeast inh -8, mIAP block 0, MIN6 prolif -2, hIAP inh 23, hIAP activ 0.77 and APOBEC3G inh -1.
Cc1nn(C)c(C)c1S(=O)(=O)NCc1cccs1 was read as APOBEC3A inh -3, SENP1 inh -2, mIAP act 1, NLRP3 yeast inh 21, mIAP block 0, MIN6 prolif -2, hIAP inh 9, hIAP activ 0.91 and APOBEC3G inh -1.

Compounds listed so far that have bromine (2):
Screening CCC(=O)N1CCc2cc(Br)cc(S(=O)(=O)N3CCC(C(=O)NC(C)(C)C)CC3)c21 returned APOBEC3A inh -2, SENP1 inh -1, mIAP act 1.1, NLRP3 yeast inh 13, mIAP block -8, MIN6 prolif 0, hIAP inh -5, hIAP activ 1 and APOBEC3G inh -5.
Brc1cccc(Cn2c(-c3cncs3)nc3ccccc32)c1 was read as APOBEC3A inh -1, SENP1 inh 1, mIAP act 0.96, NLRP3 yeast inh -8, mIAP block 4, MIN6 prolif -4, hIAP inh 14, hIAP activ 0.86 and APOBEC3G inh -5.

Compound activity from PubChem BioAssay.
